Luc counter: blocks Kinase-Glo luciferase, a counter-screen artifact; 200,000 compounds, 0.28% hits; Kinase-Glo luciferase, ATP luminescence, 8 min; Potency, µM (top dose mostly 38.3 µM), inactives show at the highest dose activity change, negative = inhibition, most hits filed as inhibitors; note: nearly all actives have a fitted effect of over 60% in size
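Compound is pinned into ATP-containing buffer (10 uM ATP, imidazole pH 7.2, 7 mM MgCl2). Kinase-Glo luciferase reagent is then added. Light output is recorded following an 8-min room-temperature incubation.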
IMPase Li cell: IMPase inhibition in cells with lithium potentiation. CHO-M1 cells, IP1 TR-FRET (IP-One), carbachol + lithium. Potency, µM (titrated, usually from 59.4 µM), without a hit: at the highest dose activity, negative = IMPase inhibition, actives largely listed as inhibitors. 210,000 compounds, 0.35% hits;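 note: IP1 builds up when IMPase is blocked and the TR-FRET signal falls; plate controls were basal vehicle for no effect and high inhibitor control for full effect; nearly all actives have a fitted effect of over 50% in size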
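CHO cells stably expressing M1 receptor (2000/well, cultured 16–30 h) treated 30 min at 37C with compound plus low lithium. Cytosolic IP1 by TR-FRET (665/620 ratio and 620 channel) after 10 min lysis; AC50 by Hill fit.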
Numbers without * were called inactive; [ ] = another dose, or the depositor's remark. Calls come from the whole dose curve; as a rule, active = well fitted curve in the direction sought with a large enough effect; inconclusive = small, poorly fitted or top-dose-only effect, or another doubt; inactive = no such curve, though single readings can be large; an effect the other way counts as inactive or inconclusive. Unless noted, % is set by controls: 0 for no effect and ±100 for the full control effect; potency is the fitted concentration of half-maximal effect. The list is partial (hit frequency here may not be typical).

| smiles | IMPase Li cell | Luc counter |
| --- | --- | --- |
| C[C@@]12CC[C@@H]3[C@H](CCC4=CC(=O)CC[C@]43C)[C@@H]1CC[C@@H]2C(=O)COS(=O)(=O)c1ccc(Br)cc1 | -16% | -1%[7.66 µM] |
| O=C(O)CC12C[C@H]3C[C@@H](CC(O)(C3)C1)C2 | -10% | -4%[7.66 µM] |
| O=C(O)c1ccccc1C1c2ccccc2Oc2ccccc21 | -2% | 2%[7.66 µM] |
| c1ccc(C2=NN[C@@H]3c4ccccc4-c4ccccc4N3C2)cc1 | -7% | -9%[7.66 µM] |
| CC(C)(SCc1ccccc1)[C@H](N)C(=O)O | -2% | -7%[7.66 µM] |
| CN(CCc1ccccn1)c1ccc2c(c1)Cc1ccccc1-2 | -2% | -3%[7.66 µM] |
| c1cc2c(cc1C(N1CCNCC1)N1CCNCC1)OCO2 | 5% | -1%[7.66 µM] |
| O=C(O)c1cccc(OCCO)c1 | 1% | -5%[7.66 µM] |
| c1ccc(NN(Cc2cnccn2)c2ccccc2)cc1 | 0% | -7%[7.66 µM] |
| C[N+](C)(C)CC(=O)N/N=C\c1ccncc1 | -15% | -1%[7.66 µM] |
| OCCN[C@@H]1c2cc(Cl)ccc2-c2c(Cl)cc(Cl)cc21 | 2% | -1%[7.66 µM] |
| c1ccc(CCCNc2nnnc3ccccc23)cc1 | 0% | -3%[7.66 µM] |
| Cc1ccc(N=Nc2c(O)c(S(=O)(=O)O)cc3cc(S(=O)(=O)O)ccc23)c(C)c1 | -8% | -6%[7.66 µM] |
| NC(N)=Nc1ccc(-c2ccc(N=C(N)N)cc2)cc1 | -1% | 0%[7.66 µM] |
| CN(C)CCn1c(CO)nc2c1c(=O)n(C)c(=O)n2C | -2% | -5%[7.66 µM] |

Part of the list above, with each value named.
CC(C)(SCc1ccccc1)[C@H](N)C(=O)O
- IMPase Li cell: -2%
- Luc counter: -7%[7.66 µM]
CN(CCc1ccccn1)c1ccc2c(c1)Cc1ccccc1-2
- IMPase Li cell: -2%
- Luc counter: -3%[7.66 µM]

Continuation.
| smiles | IMPase Li cell | Luc counter |
| --- | --- | --- |
| O=C(O)c1nc(-c2ccccc2)[nH]c1C(=O)O | -3% | -7%[7.66 µM] |
| CN1CCCN(C)C1c1cc([N+](=O)[O-])ccc1O | 1% | 1%[7.66 µM] |
| N#CC1(Nc2ccc(-c3ccc(NC4(C#N)CCCC4)cc3)cc2)CCCC1 | -2% | -6%[7.66 µM] |
| CCc1ccc(CCC(=O)O)nc1 | -7% | 0%[7.66 µM] |
| O=C(O)c1cc(-c2ccc(-c3ccc(-c4cc(C(=O)O)c5cc(Cl)ccc5n4)cc3)cc2)nc2ccc(Cl)cc12 | -9% | -2%[7.66 µM] |
| Clc1ccc2c(N3CCC(CCC4CCN(c5ncnc6cc(Cl)ccc56)CC4)CC3)ncnc2c1 | 7% | -6%[7.66 µM] |
| CC(C)(C)NCC[C@@H](O)c1cc(C(F)(F)F)nc2c(C(F)(F)F)cccc12 | -4% | -4%[7.66 µM] |
| Cc1cccc(CNc2ncnc3[nH]ncc23)c1 | -23% | -5%[7.66 µM] |
| O=C(O)CSc1ccn(Cc2ccccc2)c1 | -7% | -8%[7.66 µM] |
| NC(N)=N/N=C(\c1ccc(Cl)cc1)C1CC1 | 5% | -8%[7.66 µM] |
| O=c1ccnc(SCc2ccc(Cl)cc2)[nH]1 | 1% | -5%[7.66 µM] |
| O=C(Nc1ccc(Nc2ccc3c(c2)C(=O)c2ccccc2C3=O)c2c1C(=O)c1ccccc1C2=O)c1ccccc1 | 19% | -8%[7.66 µM] |
| Cc1ccc(C)c([C@@H]2NC(=O)c3ccccc3N2)c1 | 0% | 0%[7.66 µM] |
| OC(Cc1cccnc1)(c1ccccc1)c1ccccc1 | -12% | 0%[7.66 µM] |
| CC(C)(C)c1ccc(O)c(CN(Cc2cc(C(C)(C)C)ccc2O)c2ccccc2)c1 | 7% | -2%[7.66 µM] |
| Cc1ccc(C2=C(Cl)C(=O)C(c3ccc(C)cc3)=C(Cl)C2=O)cc1 | -2% | 2%[7.66 µM] |
| COc1cc(NCCC(=O)O)c2ncccc2c1 | -1% | -4%[7.66 µM] |
| Clc1ccc(CN2CCCN(Cc3ccc(Cl)cc3)C2c2cc3ccccc3c3ccccc23)cc1 | 4% | -7%[7.66 µM] |
| Cn1c(=S)c2[nH]c(SCCN3C(=O)c4ccccc4C3=O)nc2n(C)c1=O | 1% | -2%[7.66 µM] |
| Cn1c(=O)c2c(nc(NCCNc3nc4c(c(=O)n(C)c(=O)n4C)n3C)n2C)n(C)c1=O | 10% | -5%[7.66 µM] |
| CC1CCC(O)([C@](C)(C(=O)O)c2ccccc2)CC1 (stereo partly specified) | 2% | -7%[7.66 µM] |
| O=C(O)C[C@H](Cc1ccccc1)C(=O)O | -7% | 0%[7.66 µM] |
| CC(C)c1ccc(/C=C2\C=C(c3ccc4ccccc4c3)OC2=O)cc1 | -1% | -3%[7.66 µM] |
| COc1ccc(-c2csc3c2[N+]2=CCC=C2C3=O)cc1 | -3% | -1%[7.66 µM] |
| O=C(O)CCCN1CCCCC1 | -1% | -8%[7.66 µM] |
| CN1CCN(c2nc3c(c(=O)n(C)c(=O)n3C)n2C)CC1 | -7% | 0%[7.66 µM] |
| O=C(O)c1cc(=O)[nH]c(=S)[nH]1 | -2% | -3%[7.66 µM] |
| NC(=O)[C@@H]1CCCN1Cc1ccc2c(c1)OCO2 | -8% | -10%[7.66 µM] |
| NS(=O)(=O)c1cc(C(=O)O)c(O)c2ccccc12 | -4% | -5%[7.66 µM] |
| O=C(O)CCCc1ccc2ccccc2c1 | 1% | -2%[7.66 µM] |
| N=C(CC(=O)Nc1ccccn1)c1ccccc1 | -7% | -3%[7.66 µM] |
| Nc1nc2c(c(=O)[nH]1)CN(CCCN1CCOCC1)CN2 | 0% | -5%[7.66 µM] |
| NC(N)=N/N=C\c1ccc(C2CCNCC2)cc1 | -2% | 0%[7.66 µM] |
| C[C@H](C(=O)c1ccncc1)c1ccccn1 | 3% | -6%[7.66 µM] |
| O[C@@H](C1=C/C(=C\c2ccncc2)c2ccccc21)c1ccncc1 | -9% | 0%[7.66 µM] |
| CC(=O)O[C@H]1CC[C@@]2(C)C(=CC[C@@H]3[C@@H]4CC[C@H](c5cc(C(F)(F)F)n(C(C)=O)n5)[C@]4(C)CC[C@@H]32)C1 | 20% | -1%[7.66 µM] |
| N=C(N)S[C@H]1c2ccccc2-c2cc([N+](=O)[O-])ccc21 | -3% | 0%[7.66 µM] |
| CN1CCN(c2ccc3nc(-c4ccc5nc(-c6ccc(O)cc6)[nH]c5c4)[nH]c3c2)CC1 | -4% | -4%[7.66 µM] |
| CC(C)c1ccc(/C(C(=O)O)=C(\O)C(=O)O)cc1 | -7% | -4%[7.66 µM] |
| CNC/C(Cl)=N/S(=O)(=O)c1ccc(C)cc1 | 8% | 0%[7.66 µM] |
| COc1ccc(Br)c2c1C[C@H](C(=O)O)CC2 | -7% | -6%[7.66 µM] |
| O=C(O)C[C@H](Nc1ccccc1)C(=O)O | -4% | -1%[7.66 µM] |
| CCOc1ccccc1Nc1ccc(N)cc1S(=O)(=O)O | 5% | -7%[7.66 µM] |
| O=c1[nH][nH]c(=S)c(=O)[nH]1 | 3% | -5%[7.66 µM] |
| O=C1c2ccccc2C(=O)N1C1(C(=O)NC2(C(=O)O)CCCC2)CCCC1 | 8% | -2%[7.66 µM] |
| CC1(C)S[C@@H]2[C@H](NC(=O)C3(N)CCCCC3)C(=O)N2[C@@H]1C(=O)O | -6% | -6%[7.66 µM] |
| C/C(=N/O)c1ccc2cc(Br)c3ccccc3c2c1 | -2% | -3%[7.66 µM] |
| NC[C@H]1O[C@H](n2cnc3c(N)ncnc32)C[C@@H]1O | -7% | 4%[7.66 µM] |
| COC(=O)CCCC(=O)O | 7% | -5%[7.66 µM] |
| CN(C)c1ncnc2c1ncn2CCn1cnc2c(N(C)C)ncnc21 | 3% | 2%[7.66 µM] |
| C[C@@H]1O[C@@H](O)[C@@H](O)[C@H](O)[C@H]1O | -4% | -2%[7.66 µM] |
| COc1cc2c(cc1OC)C(CCN)=NCC2 | 7% | -2%[7.66 µM] |
| Cn1c(=O)c2[nH]c(CSCc3ccccc3)nc2n(C)c1=O | -8% | 0%[7.66 µM] |
| Cc1cc(CN2CCCCC2)c(O)c(CN2CCCCC2)c1 | 19% | -7%[7.66 µM] |
| Nc1nc(-c2ccccc2)c(CC(=O)O)s1 | -17% | 0%[7.66 µM] |
| C[C@H](Br)C(=O)c1ccc2cc(Br)c3ccccc3c2c1 | -7% | -1%[7.66 µM] |
| COc1nc(Cl)nc(Cl)c1Cl (tested in a mixture with another compound) | -2% | -6%[7.66 µM] |
| C[C@@H](N=C(N)N)C(=O)O | -7% | 0%[7.66 µM] |
| O=C(O)CC[C@]1(C(=O)O)CCC(=O)c2ccccc21 | -6% | -3%[7.66 µM] |
| Cc1cc(C)c(O)c(Cc2cccc(Cc3cc(C)cc(C)c3O)c2O)c1 | -2% | -4%[7.66 µM] |

The closing 5 records of the section above open the next one:
| smiles | IMPase Li cell | Luc counter |
| --- | --- | --- |
| C[C@H](Br)C(=O)c1ccc2cc(Br)c3ccccc3c2c1 | -7% | -1%[7.66 µM] |
| COc1nc(Cl)nc(Cl)c1Cl (tested in a mixture with another compound) | -2% | -6%[7.66 µM] |
| C[C@@H](N=C(N)N)C(=O)O | -7% | 0%[7.66 µM] |
| O=C(O)CC[C@]1(C(=O)O)CCC(=O)c2ccccc21 | -6% | -3%[7.66 µM] |
| Cc1cc(C)c(O)c(Cc2cccc(Cc3cc(C)cc(C)c3O)c2O)c1 | -2% | -4%[7.66 µM] |
| CCc1c(O)c2c(c(O)c1C(C)=O)C(=O)c1c(cc(O)c(C(=O)O)c1C(=O)O)C2=O | -9% | -6%[7.66 µM] |
| O=C(CSC1=NCCN1)Nc1ccccc1 | 3% | -6%[7.66 µM] |
| C[N+](C)(C)c1cc2c(nn1)Nc1ccccc1S2 | 56%[activator] | -11%[7.66 µM] |
| CC[C@H]1CN(C)[C@H]2Cc3c([nH]c4ccccc34)C(=O)C[C@H]1[C@H]2C(=O)OC | -3% | -4%[7.66 µM] |
| CC1=N[C@@](C)(COC(=O)[C@]2(C)N[C@](C)(CO)CO2)COC1=O | -4% | -3%[7.66 µM] |
| O=C(O)CCC(=O)c1ccc2sc3ccccc3c2c1 | -3% | -3%[7.66 µM] |
| O=C(CSc1nc2ccccc2c2ccccc12)c1ccccc1 | -3% | -2%[7.66 µM] |
| C1CCN(CC[C@@H]2CCCCN2)CC1 | -2% | -1%[7.66 µM] |
| O=C1CCC(c2ccccc2)=NN1c1nc2ccccc2s1 | 6% | -3%[7.66 µM] |
| NCCc1nc(-c2nc(C(=O)O)cs2)cs1 | -6% | 0%[7.66 µM] |
| CC[C@H](CN(C)C)C(=O)c1ccco1 | 4% | -4%[7.66 µM] |
| CC(C)C[C@H](N)C(=O)O | -14% | -2%[7.66 µM] |
| Cc1ccc(N(Cc2ccccc2)Cc2ccccc2)cc1 | 10% | -3%[7.66 µM] |
| N/C(=N\O)c1cn([C@@H]2O[C@@H](CO)[C@H](O)[C@@H]2O)c2ncnc(NO)c12 | 7% | -6%[7.66 µM] |
| CC(=O)O[C@]1(C)N=NC2(CCCCC2)O1 | 6% | -2%[7.66 µM] |
| CSc1nnnc2ccccc12 | -3% | -4%[7.66 µM] |
| CCOC(=O)Nc1nc(-c2ccccc2)c(C)s1 | 1% | -4%[7.66 µM] |
| O=C(O)CSCc1cccc2ccccc12 | -3% | 0%[7.66 µM] |
| CCn1c(CCCc2nc3c([nH]2)c(=O)n(C)c(=O)n3C)nc2c1c(=O)n(C)c(=O)n2C | -20% | -5%[7.66 µM] |
| O=C(O)C/C(=C\c1ccco1)C(=O)O | -6% | -5%[7.66 µM] |
| CCN(CCO)C[C@H]1CCC[C@H]2CCCC[C@@H]21 | 17% | -1%[7.66 µM] |
| O=C(O)CNC(=O)c1ccccc1O | -6% | -2%[7.66 µM] |
| C[N+]1(CCN=C=NC2CCCCC2)CCOCC1 | -2% | 1%[7.66 µM] |
| O=C(O)CCNCC(=O)O | -2% | 2%[7.66 µM] |
| Nc1ccc(-c2ccc(Nc3cc(S(=O)(=O)O)c(N)c4c3C(=O)c3ccccc3C4=O)cc2)c(S(=O)(=O)O)c1 | -8% | -6%[7.66 µM] |
| C[C@H](Oc1ccc(Oc2cnc3ccc(Cl)cc3n2)cc1)C(=O)O | -5% | -2%[7.66 µM] |
| C[C@]12CC[C@H]3c4ccc(O)cc4CC[C@@H]3[C@H]1CC[C@@H]2OC(=O)CCc1ccccc1 | -1% | -9%[7.66 µM] |
| CCOC(=O)[C@@H](O)Cc1cnc2ccccc2n1 | 4% | -2%[7.66 µM] |
| CC1=C/C(=N/O)C([C@H]2C=C(C)CC(C)(C)[C@@H]2O)C(C)(C)C1 (stereo partly specified) | 1% | -4%[7.66 µM] |
| CCOC(=O)[C@]1(CC(=O)O)CCCC1=O | -3% | -5%[7.66 µM] |
| C[C@@H](NC(=O)C1(N)CCCC1)C(=O)O | 4% | -2%[7.66 µM] |
| OCCN(CO)CO | 7% | -4%[7.66 µM] |
| OCCNc1ncnc2c1ncn2[C@@H]1O[C@@H](CO)[C@H](O)[C@@H]1O | -5% | -7%[7.66 µM] |
